From PubChem BioAssay
CDK5 inh: inhibitors of human CDK5/p35 kinase, primary screen, biochemical, single concentration; AID 488839, 2010; Cyclin-dependent kinase 5 (Homo sapiens) + Cyclin-dependent kinase 5 activator 1 (Homo …; inhibition, % at 10 µM; actives 0.01% (n = 330,000); Recombinant CDK5/p35, ADP-Glo luminescence, 60 min;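 active = highest replicate inhibition of at least 50% and at least 75% of replicates reaching 50%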;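 note: plate controls were DMSO neutral control for no effect and GW8510 at 10 µM for full effect; many of its hits are not listed in these tables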
Target sequence (Q00535 whole entry, looked up): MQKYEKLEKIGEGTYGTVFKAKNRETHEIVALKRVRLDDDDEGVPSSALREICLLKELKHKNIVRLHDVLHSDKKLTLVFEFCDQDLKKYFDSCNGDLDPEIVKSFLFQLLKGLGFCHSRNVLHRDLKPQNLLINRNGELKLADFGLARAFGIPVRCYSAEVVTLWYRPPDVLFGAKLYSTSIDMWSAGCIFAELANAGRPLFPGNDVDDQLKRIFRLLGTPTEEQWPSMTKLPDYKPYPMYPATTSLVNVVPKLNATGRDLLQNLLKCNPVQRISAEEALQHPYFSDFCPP
Target sequence (Q15078 whole entry, looked up): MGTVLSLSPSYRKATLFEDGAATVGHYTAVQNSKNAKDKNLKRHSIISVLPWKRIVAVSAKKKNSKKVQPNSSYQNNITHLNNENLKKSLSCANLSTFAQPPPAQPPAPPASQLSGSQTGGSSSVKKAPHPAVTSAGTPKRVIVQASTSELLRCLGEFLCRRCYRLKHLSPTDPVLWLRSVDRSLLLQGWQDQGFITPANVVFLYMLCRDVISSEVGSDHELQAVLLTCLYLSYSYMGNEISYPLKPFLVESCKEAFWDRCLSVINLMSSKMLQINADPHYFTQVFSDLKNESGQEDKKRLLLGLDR
Tat transport: E. coli Tat export inhibitors, primary screen, MC4100, TorA-mCherry reporter, fluorescence, single point. AID 488895, 2010. actives 0.036% (n = 340,000). inhibition, % at 10 µM;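 active = mean replicate inhibition at least 50% and at least half of replicates individually reaching 50%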;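 note: exported cargo escapes ClpAP degradation while cytoplasmic cargo is degraded and loses fluorescence; 0% = median of neutral control wells and 100% = median of NaSCN control wells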
Wnt bcat act: Wnt/beta-catenin pathway activators, primary screen, cell-based, plate reader, single point; Wnt/beta-catenin reporter cell assay, activator; activation, % at 9.35 µM; actives 1.2% (n = 300,000); in the data active = activation above about 30%, passing the limit was not always enough;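 note: 0% = neutral control wells and 100% = positive control wells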
Rtt109 Vps75: inhibitors of C. albicans Rtt109/Vps75 HAT, primary screen, biochemical, ThioGlo CoA-SH fluorescence, plate reader. Histone acetyltransferase RTT109 (Candida albicans (strain SC5314 / ATCC MYA-2876)), …. purified Rtt109/Vps75, 4 h. inhibition, % at 34.9 µM. actives 0.16% (n = 330,000). AID 540336, 2011;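 active = inhibition of at least 50% in every replicate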
Target sequence (Q5AAJ8 whole entry, looked up): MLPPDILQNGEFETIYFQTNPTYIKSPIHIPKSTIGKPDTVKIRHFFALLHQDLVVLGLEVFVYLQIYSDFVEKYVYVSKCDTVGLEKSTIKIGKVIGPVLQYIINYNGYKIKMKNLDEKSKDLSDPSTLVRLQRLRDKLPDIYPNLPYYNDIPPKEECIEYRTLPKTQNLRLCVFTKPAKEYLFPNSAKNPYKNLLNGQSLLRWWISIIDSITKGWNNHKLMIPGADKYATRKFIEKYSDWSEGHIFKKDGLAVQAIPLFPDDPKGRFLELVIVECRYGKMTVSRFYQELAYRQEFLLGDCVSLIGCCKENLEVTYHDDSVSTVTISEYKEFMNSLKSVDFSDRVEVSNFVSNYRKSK
CAL PDZ FP-1: CAL PDZ peptide-binding inhibitors, primary screen, biochemical, fluorescence polarization, Cer-tagged CAL PDZ, HTS; purified CAL PDZ, TMR-peptide fluorescence polarization, 1 h; AID 504414, 2011; inhibition, % at 20 µM; actives 0.02% (n = 330,000);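 active = highest replicate inhibition of at least 40%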;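 note: plate controls were DMSO neutral control wells for no effect and unlabeled competitor peptide control wells for full effect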
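Control set: unlabelled peptide and DMSO controls / Material: purified CerCALP PDZ construct / Timing: 1 h incubation at room temperature before polarization reading / Doses: 20 µM, one dose / Detection: fluorescence polarization (mP)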
dFosB act: activators of delta FosB homodimer, primary screen, biochemical, fluorescence polarization, TAMRA-CDK5 oligo, single point. Protein FosB (Mus musculus), P13346. purified delta FosB; percent of positive-control signal above neutral wells. activation, % at 25 µM. actives 0.99% (n = 340,000);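 active = mean activation above about 17%, with every replicate also reaching it, limit read from the data, passing the limit was not always enough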;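 note: fluorescence polarization rise as delta FosB binds a TAMRA Cdk5 AP-1 oligo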
MITF TRPM1 HTS: activators of MITF-driven TRPM1 promoter reporter, primary screen, cell-based, SK-MEL-5, luciferase, single point | SK-MEL-5 TRPM1-promoter luciferase, 24 h; % of positive control, neutral wells = 0 | activation, % at 12.5 µM | actives 0.75% (n = 300,000);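 active = mean activation of at least 80% with every replicate also reaching 80%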;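 note: 0% = neutral control wells and 100% = parthenolide positive control wells; values of inactives mirror those of a sister screen read the other way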
RTF Ca sens act: cardiac RTF calcium sensitivity activators, primary screen, biochemical, IANBD-TnC fluorescence, EC20 calcium; AID 493008, 2010; activation, % at 7.2 µM; actives 0.24% (n = 340,000); Troponin I, cardiac muscle (Homo sapiens) + Troponin T, cardiac muscle (Homo sapiens) + …; IANBD-labeled TnC RTF fluorescence at EC20 calcium; 0% EC20 calcium, 100% full calcium;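 active = activation above the mean over all tested compounds plus 3 SD, cut at about 30% in these data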;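 note: rise in fluorescence read as greater calcium sensitivity of cardiac thin filaments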
CAL PDZ FP-2: untagged CAL PDZ binding inhibitors, primary screen, biochemical, fluorescence polarization, HTS. purified CAL PDZ, TMR-peptide fluorescence polarization, 1 h. inhibition, % at 24.9 µM. actives 0.92% (n = 300,000). AID 602252, 2012;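 active = mean inhibition of at least 30% with at least half of replicates also reaching 30%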;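 note: 0% = DMSO neutral control and 100% = excess unlabeled competitor peptide PRC23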
V-ATPase pHluor: regulators of yeast V-ATPase proton pumping, primary screen, pHLuorin cytosolic pH fluorescence. S. cerevisiae. response, % at 10 µM. actives 0.37% (n = 350,000); in the data active = response mostly above about 7.3%, no sharp cut-off; inactive = mostly below about 5.4%; note: actives read high; inactives centre near 0; some compounds called inactive have numbers as strong as hits
Numbers without * were called inactive; x = no result given.

SMILES | CDK5 inh | Tat transport | Wnt bcat act | Rtt109 Vps75 | CAL PDZ FP-1 | dFosB act | MITF TRPM1 HTS | RTF Ca sens act | CAL PDZ FP-2 | V-ATPase pHluor
O=C1NC2(CCc3ccccc3C2)C(=O)N1CCOc1cccc(Cl)c1 (stereo unspecified) | -1.0 | 10 | x | 1 | -0.3 | 0 | -5 | -1 | -4 | 7
CCC(CC)C(=O)OCC(=O)C1(O)CCC2C3CCC4=CC(=O)CCC4(C)C3C(O)CC21C (stereo unspecified) | 0.5 | 1 | -2 | -2 | 0.1 | -21 | 4 | 4 | 2 | -1
Cc1ccc(CCN2CC(C(=O)O)CC2=O)cc1 (stereo unspecified) | -0.3 | -7 | x | -5 | -2.2 | -6 | -3 | 5 | -2 | -2
Cn1cccc1CC(=O)N/N=C/C(Cl)=C/c1ccccc1 | -1.7 | 3 | 0 | -5 | -1.6 | -6 | -1 | 0 | 4 | 3
CCc1ccc(N=Nc2ccc(O)c3[nH]cnc23)cc1 | 2.7 | 0 | 9 | -3 | 0.7 | 8 | 28 | -4 | -4 | 0
COc1cc2c(cc1OC)C(C(=O)NCc1ccco1)C1c3ccccc3CCN1C2=O (stereo unspecified) | 1.0 | -3 | -2 | 13 | -1.9 | -11 | -5 | -1 | -1 | -2
CC(C)CCC(=O)N1CCOC1=O | -1.1 | -1 | -2 | -13 | -1.8 | 6 | 2 | 3 | -3 | 0
CCC(=O)Nc1ccc(C(=O)c2ccccc2)cc1 | 0.0 | -4 | 2 | 3 | -0.9 | -5 | 21 | 2 | -1 | 3
CC(C)(CO)NCC#Cc1ccccc1 | -3.1 | -2 | 0 | -1 | 0.5 | -5 | 2 | 34* | x | -4
CCC(C(=O)Nc1ccc([N+](=O)[O-])cn1)c1ccccc1 (stereo unspecified) | -0.4 | -3 | -3 | 2 | x | -1 | -1 | -7 | -1 | -5

Pulled by structure from the list above:
SMILES | CDK5 inh | Tat transport | Wnt bcat act | Rtt109 Vps75 | CAL PDZ FP-1 | dFosB act | MITF TRPM1 HTS | RTF Ca sens act | CAL PDZ FP-2 | V-ATPase pHluor
CCC(=O)Nc1ccc(C(=O)c2ccccc2)cc1 | 0.0 | -4 | 2 | 3 | -0.9 | -5 | 21 | 2 | -1 | 3
CCC(C(=O)Nc1ccc([N+](=O)[O-])cn1)c1ccccc1 (stereo unspecified) | -0.4 | -3 | -3 | 2 | x | -1 | -1 | -7 | -1 | -5
CC(C)(CO)NCC#Cc1ccccc1 | -3.1 | -2 | 0 | -1 | 0.5 | -5 | 2 | 34* | x | -4
CCC(CC)C(=O)OCC(=O)C1(O)CCC2C3CCC4=CC(=O)CCC4(C)C3C(O)CC21C (stereo unspecified) | 0.5 | 1 | -2 | -2 | 0.1 | -21 | 4 | 4 | 2 | -1
Cc1ccc(CCN2CC(C(=O)O)CC2=O)cc1 (stereo unspecified) | -0.3 | -7 | x | -5 | -2.2 | -6 | -3 | 5 | -2 | -2

(more compounds)
SMILES | CDK5 inh | Tat transport | Wnt bcat act | Rtt109 Vps75 | CAL PDZ FP-1 | dFosB act | MITF TRPM1 HTS | RTF Ca sens act | CAL PDZ FP-2 | V-ATPase pHluor
Cc1cc(C)nc(NN=C2CCCC2)n1 | -1.0 | 5 | x | 2 | -1.6 | -1 | -3 | 2 | -1 | -1
O=C(CC12CC3CC(CC(C3)C1)C2)NCC(=O)N1CCCC1 | -8.4 | -6 | -1 | 5 | -1.0 | -1 | -1 | 4 | 0 | 8
Cc1ccc2nc(-c3cccc(Br)c3)cc(C(=O)NC3=NCCS3)c2c1 | -1.4 | -5 | 3 | -11 | 20 | 44* | 46 | -5 | -1 | -3
COC(=O)c1ccc(Sc2ccc(C)cc2)c(N)c1 | 0.1 | 3 | -4 | -3 | -0.1 | -1 | 38 | 1 | x | -5
NC(=O)c1nsc(C(=O)N(CCc2ccccc2)C(C(=O)NC2CCCC2)c2ccco2)c1N (stereo unspecified) | -1.0 | 13 | -3 | -9 | -2.8 | 6 | -7 | -1 | 0 | -4
CC(C)c1ccc(N(C(=O)c2ccco2)C(C(=O)NC2CCCC2)c2cccnc2)cc1 (stereo unspecified) | -1.7 | 6 | 7 | 9 | -2.6 | -10 | 2 | 2 | -4 | 0
O=C(Nc1cc(Cl)ccc1N1CCOCC1)c1ccncc1 | -1.4 | -6 | -3 | -7 | 0.1 | 5 | 10 | -3 | -4 | -3
O=C(c1cc(COc2cccc(C(F)(F)F)c2)on1)N1CCC(c2ccncc2)CC1 | -0.4 | 9 | 2 | -1 | -0.9 | -17 | 2 | -1 | -2 | -1
O=Cc1ccc(C(=O)OCC(=O)N2CCCC2)cc1 | -0.8 | 6 | 0 | 11 | -0.8 | -13 | 5 | 0 | -3 | 9
Cc1c(N2C(=O)C3C4C=CC(C5CC45)C3C2=O)c(=O)n(-c2ccccc2)n1C (stereo unspecified) | -0.5 | 12 | -2 | 1 | -0.3 | -2 | 9 | -10 | x | 4
CCCCC(CC)C1OCC(C[N+]2(C)CCOCC2)O1 (stereo unspecified) | 0.1 | -5 | -4 | 4 | 1.8 | 3 | -3 | -7 | -4 | -1
COC(=O)CCN(C(=O)C1C2CC3CC(C2)CC1C3)c1ccccn1 (stereo unspecified) | -0.2 | 2 | -2 | 2 | -2.5 | -5 | x | -3 | -3 | 1
COc1ccc(C(=O)COC(=O)COc2cc(C)cc(C)c2)cc1 | -0.8 | 0 | 4 | -6 | 0.7 | -2 | 6 | -1 | 1 | -2
COC(=O)C1CCN(C(=O)C2CCCCC2)CC1 | 0.7 | -6 | -5 | -5 | -2.1 | 4 | 15 | 4 | 1 | -1
Cc1ccc(SC2CC(=O)N(c3ccc4c(c3)OCCO4)C2=O)cc1 (stereo unspecified) | -6.0 | -7 | -3 | -5 | 0.2 | -15 | -9 | 4 | -2 | -2
O=C(NC1CCCCC1)C1CCN(C(=O)c2ccc(Cl)cc2)CC1 | 1.0 | 5 | -3 | -3 | -0.4 | -7 | 1 | -5 | -7 | 6
Cc1ccc2nc(N(CCCN(C)C)C(=O)c3ccc4c(c3)CCCC4)sc2c1 | 1.5 | 6 | -24 | 63* | -3.0 | 1 | -64 | 14 | -3 | 6
O=C(NCc1ccccc1)C(=O)NCC1OCCN1C(=O)c1ccc(Cl)cc1 (stereo unspecified) | -0.6 | -6 | -1 | 0 | -1.3 | -3 | -3 | 0 | -2 | -1
Cn1c(SCC(=O)c2ccc(F)cc2)nnc1-c1cccnc1 | -0.8 | -7 | x | x | -2.2 | 1 | -7 | -6 | -1 | -1
Cc1cccc(NC(=O)CN2C(=O)NC(C)(c3ccc4ccccc4c3)C2=O)n1 (stereo unspecified) | -0.5 | 20 | 0 | 2 | -0.4 | -6 | -2 | -2 | x | 8
CC(=O)Nc1cccc(C(=O)OCc2ccc(C(=O)Oc3ccc(Cl)cc3)cc2)c1 | -0.7 | 9 | -8 | 7 | x | 4 | -2 | -3 | -3 | -3
COc1ccc(C(C)=O)cc1COc1cccnc1[N+](=O)[O-] | -0.3 | -3 | -4 | -12 | -3.4 | 2 | -6 | -1 | -3 | 0
COc1ccccc1C1(O)CCN(CC(=O)Nc2nc(-c3ccccc3)cs2)CC1 | -3.3 | -2 | -1 | 10 | -1.0 | -8 | -12 | -3 | 17 | -6
Cc1cc2ccccn2c1C(=O)c1ccc(C#N)cc1 | 0.7 | -4 | -2 | 1 | -0.3 | -5 | -3 | 0 | 3 | 1
Cc1nn(C(C)(C)C)c(N)c1-c1ccccc1 | -0.4 | -4 | x | -2 | -1.4 | 1 | -7 | 4 | 0 | 0
Nc1ccc(N2CCCCC2)c(Cl)c1 | 0.3 | -4 | 1 | 2 | 0.3 | -7 | 1 | 3 | 0 | -3
Cn1c(CNC(=O)CNS(=O)(=O)c2ccc(Cl)cc2)cc(=O)n(C)c1=O | -8.0 | -14 | -1 | -6 | -1.4 | -6 | 14 | -3 | -3 | 1
O=C(Nc1nnc(SCCN2CCOCC2)s1)C1CC(=O)N(c2ccccc2)C1 (stereo unspecified) | 0.9 | 0 | 2 | -2 | -5.2 | -6 | 6 | 3 | -4 | 0
Cc1ccnc(NS(=O)(=O)c2ccc(NC(=O)/C=C/c3ccccc3)cc2)n1 | -1.9 | 6 | 1 | -5 | -4.0 | -3 | 7 | 0 | -1 | -2
CC(=O)N(C(C)=O)n1c(/C=C/c2ccc([N+](=O)[O-])cc2)nc2ccccc2c1=O | 0.1 | 9 | -1 | 9 | -2.9 | -3 | -17 | 0 | -1 | 5
O=C(c1noc2c1CCCC2)N1CCN(c2ccc(F)cc2)CC1 | -1.0 | 6 | 1 | 5 | -0.6 | 7 | 9 | -1 | x | 0
Cc1ccc(C)c(C(=O)CSc2nnnn2C(C)C)c1 | 0.4 | 0 | x | 5 | -2.2 | 9 | 45 | -1 | 0 | -4
CC(=O)Nc1ccc(S(=O)(=O)NNC(=O)NC23CC4CC(CC(C4)C2)C3)cc1 | 1.6 | 7 | 1 | 3 | -1.8 | 0 | -5 | 1 | -3 | -3
Cc1nn(C)c(C)c1NC(=O)CSc1nnc(C)n1-c1ccccc1 | 0.8 | 8 | -2 | 9 | 0.2 | -2 | -3 | 13 | -2 | x
CCC(C)n1[nH]c(=O)cc1N (stereo unspecified) | -0.2 | -2 | 0 | 5 | -2.0 | -5 | -4 | 3 | -2 | -1
COc1ccc(CC2C(=O)OC(C)(C)OC2=O)cc1 | 1.6 | -5 | x | 18 | -0.7 | -5 | -3 | 4 | 0 | 4
COc1cc(C(=O)NNC(=S)NC(=O)c2ccccc2C)cc(OC)c1OC | -2.2 | -2 | -6 | -3 | -0.3 | -6 | -19 | -4 | -3 | 1
O=C(NCc1ccccc1)c1ccc(NC(=O)C2CC2)cc1 | -0.2 | 3 | 3 | 1 | -0.8 | -9 | 10 | 3 | 0 | -1
COC(=O)c1c(C)[nH]c(C=Nc2ccc(OC)cc2)c1C | 5.6 | 7 | 18 | -19 | 0.1 | -1 | x | -5 | x | 2
CC(NC(=O)/C=C/c1cnc2ccccc2n1)C12CC3CC(CC(C3)C1)C2 (stereo unspecified) | 1.7 | 12 | 1 | -3 | -2.3 | 3 | -12 | 9 | 0 | 0
CS(=O)(=O)N(CCCC(=O)N1CCCCCC1)c1cccc(Cl)c1 | 0.4 | -5 | -1 | 0 | 0.8 | -2 | x | -2 | 0 | 1
CCn1c(=O)cc(N2CCC3(CC2)OCCO3)[nH]c1=O | 2.9 | 2 | -5 | 6 | -0.5 | -2 | x | 1 | 6 | 0
CC(C)c1nc(CN2CCCCC2)cc(=O)[nH]1 | -1.4 | -8 | 0 | 2 | -1.0 | 2 | 5 | x | 5 | 1
COc1ccccc1OCCC(=O)OCC(=O)Nc1ccc(S(=O)(=O)N2CCOCC2)cc1 | -0.6 | -6 | -1 | -2 | -0.6 | -4 | -3 | 6 | 0 | -2
CCN1CCN(c2ccc(NC(=O)c3ccc(Br)o3)cc2)CC1 | -0.7 | -6 | 12 | -12 | 0.0 | 1 | 79 | -7 | -4 | -1
